MPTP inh – permeability transition pore inhibition. isolated mouse mitochondria, Ca2+ swelling absorbance, 30 min. inhibition, % at 10 µM. hit rate 1.4% among 360,000. AID 602449;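 active = inhibition of 50% or more, scaled per plate between neutral and stimulator controls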;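 also: 0% = DMSO wells given calcium and 100% = 1 mM EGTA wells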
NR3A LBD binder – modulates the human NR3A ligand-binding domain. AID 1259313. Tm shift relative to glycine control, % at 25 µM. hit rate 2.5% among 340,000. NR3A LBD differential scanning fluorimetry, Tm shift; 0% = protein alone, 100% = glycine-bound protein;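 active = melting temperature shift of at least 10% of the positive control shift, at one fixed dose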
The depositor's hits bear a star.

The opening two records (preview)
#1 Cc1ccc(-n2c(Cl)c(Cl)nc(Cl)c2=O)cc1
#2 COc1ccc2c(c1)Sc1ccccc1N2
compound no. | 1 | 2
MPTP inh | 67* | 2.1
NR3A LBD binder | 8 | 7

The listing, from the start:
#1 Cc1ccc(-n2c(Cl)c(Cl)nc(Cl)c2=O)cc1
#2 COc1ccc2c(c1)Sc1ccccc1N2
#3 Cc1ccc(N/N=C/c2c(C)c(C#N)c(=O)n(C)c2O)cc1C
#4 O=C(Nc1cc(Cl)ccc1Cl)N1CCN(C(=O)Nc2cc(Cl)ccc2Cl)CC1
#5 O=S(=O)(NC(CO)Cc1ccccc1)c1ccc(Br)cc1F (stereo unspecified)
#6 CC(C)(C)S(=O)N1Cc2ccc(CO)cc2[C@H]1CCO (stereo partly specified)
#7 COC(=O)c1ccc(CNC(=O)Cn2cc(C)c(=O)[nH]c2=O)cc1
#8 COc1ccccc1NC(=O)c1ccc(NC(=O)C2CC2)cc1
#9 CC(C)c1nnc(N2C(=O)C(O)=C(C(=O)c3cccs3)C2c2ccccc2)s1 (stereo unspecified)
#10 Cc1ccc(NC(=O)C(C)OC(=O)COc2cccc(C(F)(F)F)c2)cc1S(=O)(=O)N1CCOCC1 (stereo unspecified)
compound no. | 1 | 2 | 3 | 4 | 5 | 6 | 7 | 8 | 9 | 10
MPTP inh | 67* | 2.1 | 24 | 0.8 | -0.7 | 1.1 | 1.8 | -0.4 | 3.8 | -0.6
NR3A LBD binder | 8 | 7 | -6 | -4 | 0 | -1 | 1 | -3 | 0 | 1

#11 Nc1cc(Cl)cc2c1-c1ccc(Cl)cc1C2
#12 CCN(c1ccccc1)S(=O)(=O)c1cccc(C(=O)OCC(=O)c2c(N)n(C)c(=O)n(C)c2=O)c1
#13 C=CCNC(=S)N/N=C/c1ccc(C(C)(C)C)cc1
#14 CCCCn1cnc2c(SCc3ccc(Br)cc3)nc(N)nc21
#15 Cc1cc(C)c(S(=O)(=O)Oc2ccccc2[N+](=O)[O-])c(C)c1
#16 O=C(NCCCN1CCCC1=O)c1cc(S(=O)(=O)N2CCN(c3ccccc3)CC2)ccc1Cl
#17 CCOC(=O)C1CCCC12Nc1cccc3cccc(c13)N2 (stereo unspecified)
#18 O=C(NCc1ccncc1)c1cccc(S(=O)(=O)N2CCc3ccccc32)c1
#19 CCn1c(N2CCN(C(c3ccccc3)c3ccccc3)CC2)nc2c1c(=O)[nH]c(=O)n2C
#20 c1ccc(NCCC2OCC3(CO2)COC(CCNc2ccccc2)OC3)cc1 (stereo unspecified)
compound no. | 11 | 12 | 13 | 14 | 15 | 16 | 17 | 18 | 19 | 20
MPTP inh | 2.1 | -1.0 | 1.5 | -1.2 | 0.3 | 0.2 | 0.8 | 9.6 | 0.1 | 1.4
NR3A LBD binder | 23* | -20 | -10 | -18 | 3 | 3 | -2 | 0 | -3 | -3

#21 COc1ccc(C(=O)CC(=O)C(=O)Nc2ccc(Cl)cc2)cc1
#22 CC(=O)c1ccc(N2CCN(Cc3cc(=O)n4c(-c5ccccc5)csc4n3)CC2)cc1
#23 Cc1cc2ccccc2cc1C(=O)c1ccccc1
#24 COc1cc2c(c(OC)c1OC)-c1ccc(SC)c(=O)cc1C(NC(=O)c1ccccc1)CC2 (stereo unspecified)
#25 CCN(CC)CCCn1c(C)cc2c(c1=O)C(c1cccc(Cl)c1)C(C#N)=C(N)O2 (stereo unspecified)
#26 Cc1ccc2c(c1)[C@H]1[C@H](CO2)[C@H](c2ccccc2)[C@]2(C)C(=O)Nc3ccc(F)cc3C(=O)N12
#27 O=C(Nc1ccc2c(c1)C(N1CCOCC1)c1ccccc1-2)C(F)(F)F (stereo unspecified)
#28 CN(C)C(CNC(=O)c1cc(S(=O)(=O)N2CCOCC2)ccc1Cl)c1cccs1 (stereo unspecified)
#29 O=C(Nc1csnn1)OCc1ccccc1
#30 COC1OC(O)C(NC(=O)C(F)(F)F)CC1O (stereo unspecified)
compound no. | 21 | 22 | 23 | 24 | 25 | 26 | 27 | 28 | 29 | 30
MPTP inh | 3.6 | 9.2 | -0.1 | 0.3 | 3.5 | -0.5 | 0.2 | 0.5 | 0.2 | 1.1
NR3A LBD binder | 1 | -1 | 2 | -1 | 0 | 0 | 1 | 0 | -4 | 1

#31 CN(C)c1ccc(/C=C(\Cl)c2nc3ccccc3s2)cc1
#32 CCOc1ccccc1C=NNC(=O)c1cccc2ccccc12
#33 CN(CCc1ccccc1)C(=O)c1ccc(NC(=O)Cc2ccc(NC(=O)C3CCCN(C(=O)CCc4ccccc4)C3)cc2)cc1 (stereo unspecified)
#34 O=C(Nc1ccccc1)Nc1cc(OCC(F)(F)F)cc(OCC(F)(F)F)c1
#35 CCOC(=O)c1ccc2nc(NC(C)=O)sc2c1
#36 c1ccc(C(=NNc2nc3ccccc3s2)c2ccccn2)cc1
#37 COc1cc(NC(=O)c2cc(OC)c(OC)c(OC)c2)c2ncccc2c1
#38 O=C1NC2c3c(Cl)sc(Cl)c3C(=O)C2O1 (stereo unspecified)
#39 CCOC(=O)c1cc2c(=O)n3cccc(C)c3nc2n(Cc2ccco2)c1=NC(=O)c1ccc(C)cc1
#40 COc1cccc2c1O/C(=N\O)C(C(=O)Nc1cccc(Br)c1)C2 (stereo unspecified)
compound no. | 31 | 32 | 33 | 34 | 35 | 36 | 37 | 38 | 39 | 40
MPTP inh | 4.7 | -0.7 | 3.6 | 77* | 0.3 | 0.3 | -0.2 | 0.5 | -0.3 | 0.6
NR3A LBD binder | -2 | 4 | 11* | 41* | -2 | -8 | -1 | -2 | -2 | -1

Single records, as listed above. Order of screens: MPTP inh | NR3A LBD binder
O=C(Nc1ccccc1)Nc1cc(OCC(F)(F)F)cc(OCC(F)(F)F)c1 as listed: 77* | 41*
CCOC(=O)c1ccc2nc(NC(C)=O)sc2c1 as listed: 0.3 | -2
COc1cccc2c1O/C(=N\O)C(C(=O)Nc1cccc(Br)c1)C2 (stereo unspecified) as listed: 0.6 | -1
CCOc1ccccc1C=NNC(=O)c1cccc2ccccc12 as listed: -0.7 | 4
O=C1NC2c3c(Cl)sc(Cl)c3C(=O)C2O1 (stereo unspecified) as listed: 0.5 | -2

(next part)
#41 Oc1[nH]c2ccccc2c1N=NC(=S)NCCc1ccccc1
#42 CN1CCN(c2ccc3c(c2)C2CC3CCN2C(=O)OCc2ccccc2)CC1 (stereo unspecified)
#43 COCCN(C(=O)COC(=O)C(C)(C)Oc1ccc(Cl)cc1)c1c(N)n(Cc2ccccc2)c(=O)[nH]c1=O
#44 COC(=O)c1c(-c2ccc(C)cc2)csc1NC(=O)Cc1ccc(OC)c(OC)c1
#45 COc1cccc(-c2nc(-c3ccc(NC(=O)Cc4ccccc4OC)cc3)no2)c1
#46 CCOC(=O)C1CN(Cc2ccccc2)C(=O)C1=O (stereo unspecified)
#47 COC(=O)c1ccc2c(c1C(=O)OC)CN(S(=O)(=O)C(C)(C)C)[C@H]2CCO
#48 COc1ccc(B(O)O)c(CN2CCN(C(=O)OC(C)(C)C)CC2)c1
#49 COCCn1c(CN2CCN(C)CC2)nc2c1c(=O)n(C)c(=O)n2C
#50 CCOC(=O)c1ccc(N2Cc3ccccc3C2=NC(=O)c2cccs2)cc1
compound no. | 41 | 42 | 43 | 44 | 45 | 46 | 47 | 48 | 49 | 50
MPTP inh | 12 | 1.1 | -1.1 | 6.0 | -1.5 | -1.1 | -1.1 | 0.2 | -1.4 | -0.1
NR3A LBD binder | 4 | -1 | -2 | 2 | 1 | -1 | -3 | 1 | -2 | -5

#51 CCOc1ccc(CN(C)C(=O)Cc2c[nH]c3ccccc23)cc1
#52 Cc1cccc(NC(=O)CSCC(=O)Nc2ccc(N3CCOCC3)cc2N2CCOCC2)c1
#53 Nc1c(Cl)cc(S(N)(=O)=O)cc1S(N)(=O)=O
#54 COc1ccc(C)cc1-n1c(=O)c2ccccc2c2ccccc2c1=O
#55 O=C(c1ccc(F)cc1)C1CCN(Cc2ccccc2)CC1
#56 Cc1ccc(NC(=O)c2ncn(CCCNCc3ccccn3)n2)cc1C
#57 CCOC(=O)c1sc(NC(=O)c2cccs2)nc1C
#58 O=C1NC(=O)C(Cc2ccc(Cl)cc2)(c2ccccc2)N1 (stereo unspecified)
#59 OC(c1ccccc1)C(O)C(c1ccccc1)N1CCCCC1 (stereo unspecified)
#60 O=C1C(=Cc2cccs2)Oc2ccccc21
compound no. | 51 | 52 | 53 | 54 | 55 | 56 | 57 | 58 | 59 | 60
MPTP inh | 1.2 | -2.6 | 0.2 | -0.1 | -0.1 | 0.2 | 0.6 | -0.6 | -1.2 | 0.4
NR3A LBD binder | -2 | -1 | 9 | -2 | 6 | 0 | 1 | 1 | -1 | 1

Three compounds already listed, ordered by their value in NR3A LBD binder, smallest number first:
entry	compound	NR3A LBD binder
51	CCOc1ccc(CN(C)C(=O)Cc2c[nH]c3ccccc23)cc1	-2
52	Cc1cccc(NC(=O)CSCC(=O)Nc2ccc(N3CCOCC3)cc2N2CCOCC2)c1	-1
60	O=C1C(=Cc2cccs2)Oc2ccccc21	1

Going on with the list:
#61 CC(C)(C)OC(=O)C(Cl)(C(=O)OC(C)(C)C)c1ccc2nnnn2n1
#62 COc1ccc(S(=O)(=O)N2CCOCC2)cc1NC(=O)c1ccc(S(=O)(=O)N2CCCCC2)cc1
#63 COc1ccc(N(C)S(=O)(=O)c2cccc(C(=O)N3CCN(c4cccc(C)c4C)CC3)c2)cc1
#64 Cc1cccc(NC(=O)CSCC(=O)N(C)Cc2ccc3c(c2)OCCO3)c1
#65 CCCC(=O)N1CCN(c2ccc(NC(=O)c3ccc([N+](=O)[O-])o3)cc2Cl)CC1
#66 Cc1c2c(cc3c1[nH]c1ccccc13)C=NCC2
#67 CCN(c1ccccc1)S(=O)(=O)c1cc(C(=O)NCC(c2ccc(OC)cc2)N(C)C)ccc1C (stereo unspecified)
#68 Cc1ccc(-n2nnnc2CCl)cc1
#69 CCOC(=O)c1c(C)[nH]c(C(=O)N/N=C\c2ccccc2O)c1C
#70 CN(C(=O)COC(=O)COc1ccc(N(C)S(=O)(=O)c2ccc(Cl)cc2)cc1)c1ccccc1
compound no. | 61 | 62 | 63 | 64 | 65 | 66 | 67 | 68 | 69 | 70
MPTP inh | -0.1 | 0.5 | -1.0 | 0.0 | 0.4 | -0.8 | -1.8 | -1.8 | 69* | -0.3
NR3A LBD binder | 2 | 0 | 3 | 2 | -10 | 0 | -1 | 0 | 17* | -2

#71 COc1ccc(C2C3=C(CC(C)(C)CC3=O)Oc3ncn4nc(-c5ccccc5)nc4c32)cc1 (stereo unspecified)
#72 CCCC(c1nnnn1Cc1ccc(OC)cc1)N1CCN(c2ccccc2)CC1 (stereo unspecified)
#73 C=CCCC1CN(Cc2ccco2)S(=O)(=O)c2c(F)cccc2O1 (stereo unspecified)
#74 Cc1cc(C)c(C=NNc2nc3c([nH]2)c(=O)n(C)c(=O)n3C)c(C)c1
#75 Cc1ccc(S(=O)(=O)c2c(C)cc(C)nc2N2CCCCC2)cc1
#76 C=CCOc1ccc(C=CC(=O)c2c(O)c(OC)c(OC)c(OC)c2OC)cc1
#77 O=S(=O)(Nc1ccc2ccccc2c1)N1CCCCC1
#78 CC(C)c1nccn1S(=O)(=O)c1cccc([N+](=O)[O-])c1
#79 c1ccc2nc3c(ccc4ccccc43)cc2c1
#80 CCc1c(Nc2ccccc2C)nc(N)[nH]c1=O
compound no. | 71 | 72 | 73 | 74 | 75 | 76 | 77 | 78 | 79 | 80
MPTP inh | 1.9 | -0.8 | 0.5 | -0.7 | 1.7 | 0.8 | -0.8 | -1.4 | 2.1 | 0.7
NR3A LBD binder | -1 | -1 | -4 | -10 | -2 | 2 | 2 | 7 | -12 | 1

#81 CCN1CCc2c(C#N)c(N3CCOCC3)nc(NCc3ccccc3)c2C1
#82 CCCCCCCSc1ncnc2[nH]ncc12
#83 CON=C(C(=O)NC1C(=O)N2C(C(=O)O)=C(CSc3nc(=O)c(=O)[nH]n3C)CSC12)c1csc(N)n1 (stereo unspecified)
#84 COc1ccc(-n2nc(C(=O)N3CCN(c4ccc(F)cc4)CC3)c3ccccc3c2=O)c(OC)c1
#85 CCCCn1c(N)c(N(CCC(C)C)C(=O)CSc2nc3ccccc3n2C)c(=O)[nH]c1=O
#86 O=C(O)CSc1nc(-c2ccc(Cl)cc2)nc2c1oc1ccccc12
#87 CCCOc1ccc(C(=O)C(CN2CCCC2)c2ccccc2)cc1 (stereo unspecified)
#88 Cc1ccc(NC(=O)c2cc(S(=O)(=O)N3CCOCC3)ccc2Cl)cc1S(=O)(=O)N1CCOCC1
#89 O=c1[nH]c(=O)n(CCCc2ccccc2)cc1-c1ccccc1
#90 CCOC(=O)c1cc(NC(=O)c2ccccc2)c(=O)oc1C(F)(F)F
#91 C[C@H]1CN(S(=O)(=O)C(C)(C)C)[C@H](CCO)/C1=C\c1ccccc1
#92 NC(=S)NN=C1Cc2cccc3cccc1c23
compound no. | 81 | 82 | 83 | 84 | 85 | 86 | 87 | 88 | 89 | 90 | 91 | 92
MPTP inh | -0.9 | 1.9 | -0.6 | -1.6 | -0.4 | 1.4 | 79* | -0.1 | 0.1 | 0.7 | 0.0 | -0.7
NR3A LBD binder | 0 | -12 | 1 | -3 | 0 | -3 | 2 | 3 | 0 | -2 | 0 | 0

Screens (PubChem)

An excerpt. The share of hits here may be higher or lower than overall.
